Screens: PubChem, Johns Hopkins Ion Channel Center
KCNQ2 inh = KCNQ2 potassium channel inhibitors, primary screen, cell-based, CHO-K1, FluxOR thallium flux, B-score (AID 2156). O88943. 20 min; stronger effect = lower value. B-score at 10 µM. 310,000 compounds, 1.1% hits;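 active = fluorescence ratio B-score at most minus 3 library SDs, with starting brightness B-score within 2 library SDs, cut at about -5.5 in these data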
Target sequence (O88943 whole entry, looked up): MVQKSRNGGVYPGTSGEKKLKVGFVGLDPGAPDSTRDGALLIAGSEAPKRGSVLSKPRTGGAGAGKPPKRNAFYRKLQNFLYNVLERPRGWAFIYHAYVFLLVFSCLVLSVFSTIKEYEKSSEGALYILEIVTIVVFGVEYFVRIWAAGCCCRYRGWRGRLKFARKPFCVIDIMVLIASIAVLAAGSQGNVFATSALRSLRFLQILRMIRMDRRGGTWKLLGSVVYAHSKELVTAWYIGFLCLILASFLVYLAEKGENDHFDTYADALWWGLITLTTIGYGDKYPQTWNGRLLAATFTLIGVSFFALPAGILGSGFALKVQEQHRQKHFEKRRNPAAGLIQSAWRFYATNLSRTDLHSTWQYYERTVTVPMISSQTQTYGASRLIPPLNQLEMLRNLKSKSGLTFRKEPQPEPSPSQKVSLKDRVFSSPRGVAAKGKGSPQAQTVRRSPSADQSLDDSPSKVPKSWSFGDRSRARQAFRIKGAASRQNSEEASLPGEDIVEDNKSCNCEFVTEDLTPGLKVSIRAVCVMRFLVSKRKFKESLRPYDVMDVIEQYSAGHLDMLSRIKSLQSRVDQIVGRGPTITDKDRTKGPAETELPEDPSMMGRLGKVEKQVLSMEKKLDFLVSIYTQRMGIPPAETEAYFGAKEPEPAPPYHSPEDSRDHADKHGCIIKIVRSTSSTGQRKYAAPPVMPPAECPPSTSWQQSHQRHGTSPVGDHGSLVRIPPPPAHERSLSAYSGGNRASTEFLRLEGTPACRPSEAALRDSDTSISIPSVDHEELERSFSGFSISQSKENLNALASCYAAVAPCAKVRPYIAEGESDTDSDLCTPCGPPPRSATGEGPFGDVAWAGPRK
CHT block = human CHT choline transport inhibition | AID 488975 | 310,000 compounds, 0.86% hits | B-score at 10 µM | CHT-expressing cells, membrane potential dye, choline response; stronger effect = lower value;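 active = B-score over 3 SD under the library average, and starting fluorescence ratio not unusually high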;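 note: choline stimulus applied at its EC90 after an EC20 pre-addition; B-score computed on integrated fluorescence ratio after choline addition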
Active calls of the source: *; i = inactive; nt = no result given. The order is random; any-hit rate near 1.9%.

Molecule	KCNQ2 inh	CHT block
CN1CCN(CCCc2c3c(cc4c2CCC4)CCC3)CC1	i	i
CCOc1ncccc1C(=O)Nc1ccc(F)c(F)c1	i	i
O=C(NNC(=S)Nc1ccccc1)c1ccc2ncccc2c1	i	i
Cc1ccccc1SCC(=O)N1CCN(c2ccc(C(F)(F)F)cn2)CC1	i	i
C[C@H](CO)NC(=O)[C@@H]1C[C@H]1[C@@H](NP(=O)(c1ccccc1)c1ccccc1)c1ccccc1	i	i
CC(C)Cn1c(N2CCN(C(=O)c3cccs3)CC2)nc2ccccc21	i	i
COC(=O)Cc1[nH]nc2c1C1(CCSCC1)C(C#N)=C(N)O2	i	i
O=C(COc1ccc(Br)cc1CO)N1CCCc2ccccc21	i	i
Oc1c(C(c2cccs2)N2CCN(c3ccccc3)CC2)sc2ncnn12 (stereo unspecified)	i	i
CCOc1ccc(NC(=O)C(C)N2C(=O)c3ccccc3C2=O)cc1 (stereo unspecified)	i	i
O=S(=O)(NCC1CCCO1)c1ccc(Cl)c(C(F)(F)F)c1 (stereo unspecified)	i	i
Cc1nnc(NC(=O)CCn2cnc3ccccc3c2=O)s1	i	i
COc1cccc(NC(=O)C2CCCN2C(=O)OCc2ccccc2)c1 (stereo unspecified)	i	i
CCOC(=O)c1ccc(-n2c(CN(CC)CC)nc3ccc([N+](=O)[O-])cc3c2=O)cc1	i	i
CCOc1ccccc1Nc1nc(-c2sc(NC(=O)c3ccc([N+](=O)[O-])cc3)nc2C)cs1	i	i
CN(C(=O)CSc1nnnn1-c1ccccc1)C1CCS(=O)(=O)C1 (stereo unspecified)	i	i
CC(C)C(=O)N1CCN(c2ccc(NC(=O)c3ccc4c(c3)OCCO4)cc2Cl)CC1	i	i
CCN1CCN(Cc2nc3cc(NC(=O)COc4ccc([N+](=O)[O-])cc4)ccc3n2C)CC1	i	i
COc1ccccc1N1CCN(CC(O)COc2cccc3ccccc23)CC1 (stereo unspecified)	i	i
CCNc1cc2oc(=O)c(CN3CCOCC3)c(C)c2cc1C	nt	i
CCN(C(=O)COC(=O)c1n[nH]c2ccccc12)C1CCS(=O)(=O)C1 (stereo unspecified)	i	i
Cc1cccc(NC(=O)C2CCN(C(=O)c3ccc(Cl)cc3)CC2)n1	i	i
CCCN(Cc1cc2cccc(C)c2[nH]c1=O)C(=O)c1cccc(OC)c1	i	i
N#Cc1ccc(NC(=O)CCc2nc3ccccc3s2)cc1	i	i

An excerpt of these results, with the structure last.
KCNQ2 inh | CHT block | Compound
i | i | CCOC(=O)c1ccc(-n2c(CN(CC)CC)nc3ccc([N+](=O)[O-])cc3c2=O)cc1
i | i | CCOc1ccccc1Nc1nc(-c2sc(NC(=O)c3ccc([N+](=O)[O-])cc3)nc2C)cs1
i | i | CN(C(=O)CSc1nnnn1-c1ccccc1)C1CCS(=O)(=O)C1 (stereo unspecified)

More records:
Molecule	KCNQ2 inh	CHT block
COc1cccc(C(=O)C2CCCN(C(=O)c3ccccn3)C2)c1 (stereo unspecified)	i	i
CC(Sc1nc(-c2ccc(F)cc2)cs1)C(=O)Nc1ccc(Cl)cn1 (stereo unspecified)	i	i
Cc1cc(C)c2c(=O)n(CC(=O)NCCCN3CCN(c4ccccc4F)CC3)sc2n1	-9.9*	i
COc1ccc(-n2nc(C(=O)NCC(=O)N3CCN(C)CC3)c3ccccc3c2=O)cc1	i	i
Cc1ccc([N+](=O)[O-])c(OCCCNCC(C)O)c1 (stereo unspecified)	i	i
CN1CCN(c2ccc(NC(=O)c3ccc4c(c3)OCCO4)cc2)CC1	i	i
COc1ccc(C(=O)OCC(=O)Nc2c(C)cccc2C)cc1	i	i
CCOc1ccc2nnc(-c3ccc(Br)cc3)n2n1	i	i

A different layout for 2 compounds above.
Order of values – KCNQ2 inh	CHT block
CN1CCN(c2ccc(NC(=O)c3ccc4c(c3)OCCO4)cc2)CC1
 : i	i
COc1ccc(C(=O)OCC(=O)Nc2c(C)cccc2C)cc1
 : i	i

The list continues.
Molecule	KCNQ2 inh	CHT block
Cc1cc(-c2ccccc2)nc2oc(C(=O)NN)c(N)c12	i	i
CCc1nc(SCC(=O)O)c2c3c(sc2n1)COC(C)(C)C3	i	i
COc1cc(C)nc(N2CCCC(C(=O)Nc3cccc(Cl)c3C)C2)n1 (stereo unspecified)	i	i
Cn1c(-c2sccc2OCc2ccccc2)n[nH]c1=S	i	i
COCCN(CCOC)S(=O)(=O)c1ccc(C(=O)Nc2ccncc2)cc1	i	i
O=C(COc1ccccc1)N1CCN=C1SCc1ccccc1F	i	i
COc1ccc(C2Nc3ccccc3C(=O)N2Cc2ccccc2)cc1 (stereo unspecified)	i	i
COc1ccc(CCc2nc(-c3ccc(-n4cccc4)cc3)no2)cc1	i	i
COC(=O)c1ccccc1NC(=O)CN1CCN(Cc2ccccc2)CC1	i	i
O=C(Nc1ccccc1)Nc1cccc(NC(=O)Nc2ccccc2)c1F	i	i
O=[N+]([O-])c1cccc(S(=O)(=O)NCCc2cn3ccccc3n2)c1	i	i
CSc1ccc(-c2nc(CN3CCCCC3c3cccnc3)c(C)o2)cc1 (stereo unspecified)	i	i
Cc1ccc(S(=O)(=O)Nc2c(O)c3ccccc3oc2=O)cc1C	i	i
COc1ccc(S(=O)(=O)Nc2ccc(-c3ccc(N4CCCC4)nn3)cc2)cc1C	i	i
CCOCc1cn(CC(=O)c2ccc([N+](=O)[O-])cc2)c(C)nc1=N	i	i
C=CCNc1nc(NCCN2CCOCC2)nc(N2CCOCC2)n1	i	i
CN(C)c1ccc(C2CC(c3cccc(NS(C)(=O)=O)c3)=NN2C(=O)c2ccccc2)cc1 (stereo unspecified)	i	i
Cc1cc(Br)ccc1NC(=O)CSc1nnc(CN2CCOCC2)n1C	i	i
COC(=O)CSc1nc2cc(C)cc(C)c2cc1C#N	i	i
O=C(CNC(=O)c1ccccc1F)NC1CC1	i	i
O=[N+]([O-])c1ccc(N2CCN(c3ccccc3F)CC2)nc1	i	i
CCc1nn(CC(=O)NCCCc2ccccc2)c(=O)c2cc3c(OC)cccc3n12	i	i
O=C(c1ccc(NS(=O)(=O)c2ccc3[nH]c(=O)[nH]c3c2)cc1)N1CCCC(C(F)(F)F)C1 (stereo unspecified)	i	i
Cc1cc(=O)[nH]c2nnc(-c3ccc(Br)cc3)n12	i	i
COc1cccc(NC(=O)CC2C(=O)NC3CCCCC3N2C(=O)c2ccc(F)cc2)c1 (stereo unspecified)	i	i
Cc1nn(-c2ccc(N3CCOCC3)nn2)c(C)c1CCC(=O)NCc1ccccc1	i	i
O=C(c1ccc([N+](=O)[O-])cc1)N1CCSC1c1ccccc1 (stereo unspecified)	i	i
Cn1cc(/C=C/C(=O)N2CCCC(C(=O)c3cccc4ccccc34)C2)cn1 (stereo unspecified)	i	i
O=C(c1ccc(Cn2c(=S)[nH]c3ccc(Br)cc3c2=O)cc1)N1CCN(C2CCCCC2)CC1	i	i
Cc1nn2c(N3CCCC3)cc(C(C)C)nc2c1-c1ccccc1	i	i
O=C(CN1C(=O)NC2(CCCc3ccccc32)C1=O)NC1CCCCC1 (stereo unspecified)	i	i
Cc1cccc(-c2n[nH]c(=S)n2C)c1	i	i
Cc1ccc(OCCN2CCN(CC(O)Cn3c4ccccc4c4ccccc43)CC2)cc1 (stereo unspecified)	i	i
Clc1ccc(CNC2CCCC2)cc1	i	i
COc1cccc(C(=O)C2CCCN(CC3=Cc4cc(OC)ccc4OC3)C2)c1 (stereo unspecified)	i	i
COc1ccc(C)cc1NC(=O)Cn1c(=O)oc2ccccc21	i	i
O=S(=O)(Nc1ncnc2sc3c(c12)CCC3)c1ccc2ccccc2c1	nt	i
O=C(CSc1nc2ccccc2o1)N/N=C/c1ccco1	i	i
Cc1ccc2[nH]c(C(=O)N3CCN(C=O)CC3)cc2c1	i	i
O=C(Nc1ccc(-c2nc3ccccc3o2)cc1)C1CCCO1 (stereo unspecified)	i	i
COc1cc(NS(=O)(=O)c2ccc(NC(=O)CCC(=O)O)cc2)nc(OC)n1	i	i
O=C(/C=C/c1ccccc1)CC(O)(c1ccccc1)C(F)(F)F (stereo unspecified)	i	i
CCCNc1nc2nc3ccccn3c(=O)c2cc1C(=O)NCCN1CCOCC1	i	i
CN(Cc1ccc(Br)cc1)CC(O)COc1cccc(Br)c1 (stereo unspecified)	i	i
COc1ccc(C(C)=O)cc1CSc1nc2nc(C)cc(C)n2n1	i	i
Cc1c(C(=O)N/N=C/c2cccnc2)sc(N)c1C#N	i	i
O=C(O)c1cc(=O)c2c(Cl)cc(Cl)cc2[nH]1	i	i
O=C(O)c1ccccc1C(=O)Nc1ccccc1	i	i
Cc1ccc(C2C3=C(Nc4[nH]n(-c5ccccc5)c(=O)c42)c2ccccc2C3=O)cc1 (stereo unspecified)	nt	i
Cc1cc(=O)[nH]c(-n2ncc(C#N)c2N)n1	i	i
COc1cc(C(=O)N2CCN(Cc3ccccn3)CC2)cc(OC)c1OC	i	i
COc1ccc(-c2ccc3ccccc3n2)cc1OC	i	i
C=CCn1cc(C(=O)OC)c(=O)c2cc(S(=O)(=O)N3CCCCCC3)ccc21	i	i
O=S(=O)(c1ccc(-c2cc(C(F)(F)F)on2)s1)N1CCCC1	i	i
O=C(Nc1ccc(-c2noc(CCc3ccccc3)n2)cc1)c1cccnc1	i	i
CCc1ccc(NC(=O)COC(=O)C2(c3ccc(Cl)cc3)CCCC2)cc1	i	i

Remaining list, next part
Molecule	KCNQ2 inh	CHT block
O=[N+]([O-])c1ccc(/C=C/c2ccncc2)cc1	i	i
Cc1ccc(C)c(NC(=O)CSc2c(C)n[nH]c2C)c1	i	i
Clc1ccccc1Nc1nnc(-c2ccncc2)s1	i	i
Cc1cccc(NC(=O)N2CCCCCC2)c1C	i	i
[O-]/C(=C(\C(=S)NCCN1CCOCC1)[n+]1ccccc1)c1ccc(Cl)s1	i	i
O=C(COc1ccccc1)Nc1sc2c(c1C(=O)NCc1cccnc1)CCCC2	i	i
CCN(CC)C(=O)CSC1c2ccccc2C(=O)N1c1ccccc1 (stereo unspecified)	i	i
CCC(NC(=S)NCc1ccc(F)cc1)c1ccc(C(C)C)cc1 (stereo unspecified)	i	i
CCc1nn(CC(=O)NCCCN2CCc3ccccc3C2)c(=O)c2cc3sccc3n12	i	i
O=C(CSc1nnc(NC(=O)c2ccccc2)s1)NCC1CCCO1 (stereo unspecified)	i	i
COCc1ccc([C@@H]2C[C@H]3CN(Cc4cccnc4)C(=O)[C@]34CCCN24)o1	i	i
COc1ccc(-c2cc(C(=O)Nc3cccnc3)c3ccccc3n2)cc1OC	i	i
Cc1ccc(OCc2cc(C(=O)N(C)Cc3cnn(-c4ccccc4C)c3)no2)cn1	i	i
O=C(O)c1ccccc1-c1cc2ccccc2[nH]1	i	i
O=C(CCC(=O)N(CC(=O)NC1CCCC1)c1cccc(F)c1)Nc1nccs1	i	i
O=C(CNC(=O)c1ccccc1)NCc1nc2ccccc2[nH]1	i	i
O=C(NCC(=O)N1CCN(c2ccccc2)CC1)c1ccc(Cl)cc1	i	i
Cc1cccc(OC(C)C(=O)N(Cc2cccs2)C2CCS(=O)(=O)C2)c1C (stereo unspecified)	i	i
Cc1cc(C)n(-c2nc3ccccc3c(=O)n2OCC(=O)Nc2c(C)cccc2C)n1	-6*	i
CCOC(=O)C1CCN(c2ncnc3c2[nH]c2cccc(OC)c23)CC1	i	i
O=C(NC1CCCCC1)C(=S)NCc1ccccc1	i	i
O=C(c1ccccc1)c1ccc(C(=O)N2CCN(c3ccccc3)CC2)cc1	i	i
CCC(=O)N/N=C/c1ccc(-c2ccc([N+](=O)[O-])cc2)o1	i	i
Cc1cc(NC(=O)COC(=O)C(Cc2ccccc2)NC(=O)c2ccco2)no1 (stereo unspecified)	nt	i
Cc1ccccc1Cn1c2ccccc2c2cn[nH]c(=O)c21	i	i
O=C(Cc1c[nH]c2ccccc12)NC1(C(=O)NC2CCCC2)CCCCC1	i	i
Cc1ccc(N=CC2=C(O)CC(c3ccco3)CC2=O)cc1 (stereo unspecified)	i	i
O=C(Nc1ccccc1OC(=O)c1ccc(Cl)cc1)c1ccc(Cl)cc1	i	i
CC1CCN(S(=O)(=O)c2ccc(C(=O)Nc3ncccc3O)cc2)CC1	i	i
COc1cccc(CN(C)CC(=O)NNC(=O)c2ccc(Cl)cc2)c1	i	i
COc1cc(NC(=O)CN2C(=O)NC(C)(c3ccc4ccccc4c3)C2=O)c(C)cc1[N+](=O)[O-] (stereo unspecified)	i	i
COc1cc(/C=C2/C(=N)N3C(=NC2=O)SN=C3S(=O)(=O)C(C)C)ccc1OS(=O)(=O)c1ccccc1	i	i
COC(=O)CSc1nc2c(cnn2-c2ccc(F)cc2)c(=O)[nH]1	i	i

Among those listed so far, 6 have bromine:
Molecule	KCNQ2 inh	CHT block
O=C(COc1ccc(Br)cc1CO)N1CCCc2ccccc21	i	i
CCOc1ccc2nnc(-c3ccc(Br)cc3)n2n1	i	i
Cc1cc(Br)ccc1NC(=O)CSc1nnc(CN2CCOCC2)n1C	i	i
Cc1cc(=O)[nH]c2nnc(-c3ccc(Br)cc3)n12	i	i
O=C(c1ccc(Cn2c(=S)[nH]c3ccc(Br)cc3c2=O)cc1)N1CCN(C2CCCCC2)CC1	i	i
CN(Cc1ccc(Br)cc1)CC(O)COc1cccc(Br)c1 (stereo unspecified)	i	i
